# PP1 inh: blocks human PP1-alpha phosphatase, a PP5 counter-screen; purified PP1alpha, OMFP fluorescence; inhibition, % at 6.7 µM; 320,000 tested, 0.9% active;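 active means inhibition above the mean inhibition of all tested compounds plus 3 SD, computed separately for each screening campaign, cut at about 15% in these data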
# Target sequence (P62136 whole entry, looked up): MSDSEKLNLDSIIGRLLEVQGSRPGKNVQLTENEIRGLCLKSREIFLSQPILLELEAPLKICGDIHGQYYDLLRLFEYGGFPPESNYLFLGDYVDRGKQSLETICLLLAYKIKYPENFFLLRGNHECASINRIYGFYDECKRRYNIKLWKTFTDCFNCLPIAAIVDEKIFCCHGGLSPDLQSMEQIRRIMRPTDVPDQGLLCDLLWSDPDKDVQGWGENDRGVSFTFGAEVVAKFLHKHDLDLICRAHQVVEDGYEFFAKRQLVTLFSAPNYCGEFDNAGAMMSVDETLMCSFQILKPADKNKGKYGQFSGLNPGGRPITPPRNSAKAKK
# AHR act: human AHR activation; AHR-responsive luciferase reporter cells, luminescence; 320,000 tested, 2.5% active; activation, % at 5 µM; P35869; AID 2796; in the data active means activation above about 47%;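 further: 0% = vehicle wells and 100% = reference agonist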
# Fh CTSL1 inh: blocks F. hepatica cathepsin L1 in PFM18AAP counter-screen. recombinant F. hepatica cathepsin L1, Z-Leu-Arg-MCA fluorescence. inhibition, % at 5.96 µM. 300,000 tested, 0.49% active. AID 1906;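 active means inhibition above the mean of all tested compounds plus 3 SD, set per screening campaign, cut at about 17% in these data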;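 further: 0% = plate median of test compound wells and 100% = 1 µM Z-Phe-Ala-diazomethylketone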
# TPT1 inh: C. albicans TPT1 enzyme inhibition; 300,000 tested, 0.81% active; recombinant caTPT1, FP RNA substrate dephosphorylation; inhibition, % at 5 µM;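 active means inhibition above the mean of all tested compounds plus 3 SD, set per screening campaign, cut at about 24% in these data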;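 further: plate controls were DMSO alone for no effect and ferristatin control at 100 nM for full effect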
# procasp7 counter: counter-screen for procaspase-3 activators: activators of human procaspase-7; recombinant procaspase-7, Ac-DEVD-pNA absorbance 405 nm; D23A/D198A/D206A triple mutant, cannot self-cleave; scale: DMSO 0, 5 µM enzyme 100; activation, % at 8.5 µM; 330,000 tested, 0.093% active; AID 463210;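 active means percent activation above the screen-wide mean plus 3 SD, cut at about 25% in these data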
#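 Assay system: Uncleavable procaspase-7 mutant enzyme; Input: 2 µM procaspase-7 mutant as dispensed; Also added: DEVD-pNA substrate; Medium: Zinc-free HEPES pH 7.4 with 300 mM NaCl, 0.01% Triton X-100; Timing: 1 h compound preincubation, 2 h substrate cleavage, 25 °C; Measured by: Epi-absorbance of released pNA at 405 nm, two timepoints.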
# PP5 primary: inhibitors of human protein phosphatase 5 (PP5); purified PP5c, OMFP substrate fluorescence; inhibition, % at 6.7 µM; 320,000 tested, 0.18% active; AID 1987;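 active means inhibition above the campaign's mean inhibition across all tested compounds plus 3 SD, cut at about 9.5% in these data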;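 further: 0% = DMSO only and 100% = 100 µM cantharidin control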
# Target sequence (P53041 whole entry, looked up): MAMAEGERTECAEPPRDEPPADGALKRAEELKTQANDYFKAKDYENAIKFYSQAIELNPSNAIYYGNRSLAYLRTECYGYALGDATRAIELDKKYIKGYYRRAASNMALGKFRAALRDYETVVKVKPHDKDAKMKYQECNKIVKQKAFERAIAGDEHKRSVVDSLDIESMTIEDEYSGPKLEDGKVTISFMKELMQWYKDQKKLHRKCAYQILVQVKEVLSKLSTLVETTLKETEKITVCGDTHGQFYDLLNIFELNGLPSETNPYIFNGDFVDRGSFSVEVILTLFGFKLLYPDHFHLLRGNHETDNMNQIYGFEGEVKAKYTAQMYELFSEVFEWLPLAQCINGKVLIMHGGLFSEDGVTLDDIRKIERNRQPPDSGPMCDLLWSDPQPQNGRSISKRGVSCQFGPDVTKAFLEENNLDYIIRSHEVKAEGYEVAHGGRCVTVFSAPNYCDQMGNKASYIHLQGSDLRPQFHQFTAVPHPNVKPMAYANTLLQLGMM
# PAFAH2 inh: PAFAH2 (human) inhibition; AID 492956; Q99487; recombinant PAFAH2, FP-rhodamine activity probe, fluorescence polarization; inhibition, % at 3.39 µM; 340,000 tested, 0.99% active;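 active means inhibition above the mean over all tested compounds plus 3 SD, cut at about 30% in these data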;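 further: inhibitors block probe labeling of enzyme so polarization drops; 0% = enzyme with DMSO and 100% = wells lacking PAFAH2 protein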
# HCV core dimer: blocks dimerization of HCV core protein | AID 1899 | 300,000 tested, 0.33% active | inhibition, % at 5 µM | TR-FRET GST/Flag-core106 dimerization, 1536-well;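 active means inhibition above the mean of all tested compounds plus 3 SD, set per screening campaign, cut at about 45% in these data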
#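 Assay system: tagged HCV core106 pair (GST and Flag); medium: KF-containing HEPES buffer, pH 7.45, DTT, CHAPS, BSA; also added: Eu donor and XL665 acceptor anti-tag antibodies; dosing: 5 µM single dose; timing: compound-protein-antibody incubation 4 h at 22.5 °C; signal: TR-FRET 671 and 617 nm emission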
# procasp3 activ: activators of human procaspase-3; P42574; recombinant procaspase-3 D3A, Ac-DEVD-pNA absorbance 405 nm; activation, % at 8.5 µM; 330,000 tested, 0.11% active; AID 463141;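 active means activation above the mean of all tested compounds plus 3 SD, cut at about 21% in these data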;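 further: 0% = DMSO alone and 100% = DMSO wells spiked with extra 5 µM PC-3 D3A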
#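 Test system: Procaspase-3 D3A mutant, all three cleavage aspartates alanine | Dosing: Single dose, 8.5 µM nominal compound, 0.8% DMSO | Schedule: 1 h preincubation, 2 h reaction | Technique: 405 nm absorbance of p-nitroaniline, reads at 0 and 120 min | Repeats: One well per compound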
# * marks the source's active call; other numbers are inactive results; . = no result given.
SMILES,PP1 inh,AHR act,Fh CTSL1 inh,TPT1 inh,procasp7 counter,PP5 primary,PAFAH2 inh,HCV core dimer,procasp3 activ
Cc1ccc(NC(=O)CNCc2ccccc2)c(Br)c1,-3.4,-0.2,2.2,-1.6,-6.2,-0.6,2.2,8.8,6.5
C=CCc1ccc(OCC(O)CN2CCN(c3ccccc3)CC2)c(OC)c1 (configuration not stated),0.8,1.3,-0.2,0.1,4.0,2.9,6.9,3.9,3.2
COc1ccc(C(=O)Nc2cc(OC)ccc2OC)cc1,-0.8,24.7,-0.5,0.2,9.4,-2.6,-3.3,1.5,1.4
OCCN1CCN(C(=S)c2ccc(-c3ccccc3)cc2)CC1,-1.6,-13.4,-0.7,-1.6,-20.5,-1.2,2.3,1.6,-16.4
O=C1CC2(CCCC2)C(=O)N1CN1CCN(S(=O)(=O)c2ccc(F)cc2F)CC1,.,1.2,.,.,9.7,.,-6.9,.,3.2
C[C@H](NS(=O)(=O)c1ccc2c(c1)OCCCO2)C(=O)N1CCN(c2ccc(F)cc2)CC1,-0.5,0.4,.,.,-3.4,0.7,2.8,.,1.1
CC(C)NC(=O)Cn1c(=O)n(CC(=O)N2CCCCC2)c(=O)c2sccc21,-1.4,0.5,-2.2,-2.2,2.6,3.0,1.7,7.2,-1.2
O=C(c1ccc(Cn2c(=O)[nH]c3ccccc3c2=O)cc1)N1CCN(c2ccccc2)CC1,1.3,-5.0,0.7,-2.3,1.5,6.0,6.8,16.8,10.1
O=C(NCCCn1ccnc1)c1cccc(S(=O)(=O)NCc2ccccc2)c1,-0.8,11.6,-1.4,-0.1,0.2,0.6,-6.8,0.6,1.6
O=C(CSc1nnc(NC(=O)Cc2ccc(F)cc2)s1)NCc1ccco1,2.4,0.5,2.3,0.6,6.8,-1.2,1.1,-4.5,-8.9
CCCN(CC(=O)Nc1ccccc1C)C(=O)c1oc2ccc(OCC)cc2c1C,2.8,18.3,-0.5,-4.9,-1.1,-1.6,2.5,4.6,-1.1
Cc1ccc(NC(=O)c2cnn(-c3ccccc3)c2NC(=O)c2ccco2)cc1C,1.4,19.5,-2.3,1.6,-4.3,-0.8,2.0,11.4,-2.3
CCN(C(N)=S)c1ccccc1,-1.0,7.5,-0.8,1.3,-3.8,1.9,-0.3,-18.1,1.4
CC(C)=CC(O)C/C(C)=C/COc1ccc2ccc(=O)oc2c1 (configuration not stated),-2.5,18.0,1.5,-3.5,11.1,-0.6,1.5,6.5,14.7
COC(=O)c1[nH]c2cc(C)ccc2c1NC(=O)CN1CCc2cc(OC)c(OC)cc2C1,0.5,7.5,2.8,1.0,10.9,1.4,0.8,1.2,0.1
CCOC(=O)[C@@H]1[C@H]2COc3cc(OC)ccc3[C@H]2N2C(=O)N(c3cccc(F)c3)C(=O)[C@]12C,.,-1.0,.,.,-0.4,.,11.2,.,9.0
O=[N+]([O-])c1ccc(O)c(C=Nc2cccc3ccccc23)c1,0.7,52.1*,-1.3,-0.6,-15.4,3.9,7.2,-1.5,-9.2
CCc1ccc(NC(=O)CCNC(=O)Cn2ccc3ccccc3c2=O)cc1,-1.9,4.8,-2.4,2.2,-0.4,0.6,7.8,6.2,1.3
CCN(CC)c1ccc(NC(=O)CCCCC(=O)Nc2ccc(N(CC)CC)cc2)cc1,1.5,-9.7,-1.8,-1.6,-13.3,4.0,-2.5,-18.0,-15.5
COc1ccc(NC(=S)N2CCNC(=O)C2CC(=O)Nc2cccc(Cl)c2C)cc1 (configuration not stated),1.6,0.4,2.7,-1.1,-10.0,1.6,2.1,1.1,3.5
O=C(NCc1ccccn1)C1CCN(S(=O)(=O)N2CCCCC2)CC1,-1.3,-1.5,3.3,-2.0,4.5,-0.6,6.1,-14.0,6.0
COC(=O)c1ccc(Sc2ccccc2NS(=O)(=O)c2ccc(OC)cc2)nc1,3.2,2.9,-2.2,-1.4,4.6,1.3,-0.8,7.0,3.8
C#CCCOC(=O)N1C2=NC(C(=O)OC)=C(C(=O)OC)[C@@H]3N(C)c4ccccc4[C@]23C[C@H]1C(=O)OC,-1.3,1.5,0.3,-2.9,1.1,4.0,-3.5,-4.9,-0.8
COc1cc2c(cc1OC)C(C)N(C(=O)c1ccc(Br)o1)CC2 (configuration not stated),-0.2,4.7,-0.9,2.3,2.8,2.8,3.9,-9.6,-1.2
Cn1c(=O)c2[nH]c(=O)cnc2n(C)c1=S,-5.2,4.0,4.0,4.6,-27.4,-0.7,2.7,-9.3,-11.1

# Some entries already given, showing only AHR act and HCV core dimer.
canonical_smiles	AHR act	HCV core dimer
CCc1ccc(NC(=O)CCNC(=O)Cn2ccc3ccccc3c2=O)cc1	4.8	6.2
COC(=O)c1[nH]c2cc(C)ccc2c1NC(=O)CN1CCc2cc(OC)c(OC)cc2C1	7.5	1.2

# (list continues)
SMILES,PP1 inh,AHR act,Fh CTSL1 inh,TPT1 inh,procasp7 counter,PP5 primary,PAFAH2 inh,HCV core dimer,procasp3 activ
COc1cccc(N/C(N)=N/c2nc(C(F)(F)F)cc(C(F)(F)F)n2)c1,5.5,18.2,-1.2,-0.6,0.1,2.1,6.0,-0.9,3.6
O=C(NC1CCN(C(=S)NCc2ccco2)CC1)NC12CC3CC(CC(C3)C1)C2,-3.7,0.7,3.3,1.4,-12.1,-0.5,-0.7,9.0,-10.3
COc1ccccc1NC(=O)NC1CCCc2ccccc21 (configuration not stated),-3.5,14.2,-2.7,-4.0,-9.7,1.9,7.8,2.8,-0.1
Cc1ccc(S(=O)(=O)N2CCN(C(=O)CN3C(=O)NC4(CCOc5ccccc54)C3=O)CC2)cc1 (configuration not stated),-0.5,1.0,-4.7,1.5,7.4,0.2,-0.6,0.9,-5.6
NS(=O)(=O)c1ccc(NS(=O)(=O)c2ccc3c(c2)OCCO3)cc1,-4.8,-1.7,-3.2,-1.1,3.6,0.2,-7.7,-9.2,-1.6
O=C(CSCc1ccc(Cl)cc1)c1ccco1,-0.4,-2.3,-3.3,-1.1,5.1,2.0,.,10.6,5.2
CC(C)CN(C(=O)C1CC1)c1c(N)n(Cc2ccccc2)c(=O)[nH]c1=O,3.4,-2.2,3.4,-3.9,7.7,1.0,5.9,-6.2,3.4
CC(C)Sc1nc(N)nc(-c2cccs2)c1C#N,0.2,-3.2,1.5,-9.9,1.8,3.5,2.2,7.7,-0.9
O=C(/C=C/c1ccccc1)NNc1ccc(Cl)cc1,4.1,6.4,-2.5,1.4,-2.0,0.2,5.3,3.0,1.5
COc1ccc(C)cc1NC(=O)CSc1nnc(-c2ccc(OC)c(OC)c2)n1N,-3.1,0.5,-1.0,0.8,6.9,-1.8,-4.7,-0.2,1.7
CCOc1ccc(/C=C/C(=O)Nc2ccccc2C(F)(F)F)cc1,-2.8,3.4,1.2,-0.7,0.1,-1.6,-1.2,2.1,-4.0
Oc1ccc(-c2nc(-c3ccc(O)c(O)c3)cs2)cc1,0.7,2.0,-1.2,2.9,-30.1,3.5,0.3,-1.0,-20.9
Cc1ccc(CC(=O)N/N=C/c2ccc3c(c2)OCO3)cc1,0.2,25.5,2.2,-3.5,4.9,-1.1,-0.3,-0.4,0.8
Cc1oc(-c2ccc(Cl)cc2)nc1CN1CCCC(C(=O)N2CCOCC2)C1 (configuration not stated),1.5,3.5,-0.9,-1.2,4.5,2.0,-1.0,-4.7,7.6
O=C(Nc1ccncc1)OCc1ccccc1,-5.0,5.1,0.3,0.7,9.2,1.6,-5.8,0.0,-1.2
COc1ccc(C2(c3ccc(OC)cc3)NC(=O)N(CC(=O)Nc3cc(C)ccc3OC)C2=O)cc1,2.2,-1.2,4.6,-1.2,5.5,2.4,-4.3,-0.7,0.5
Cc1cc(C)n2c(SCCC(C)C)nnc2n1,-7.8,-3.2,1.0,3.3,11.5,2.7,4.3,-5.4,7.8
CCN(CCO)Cc1csc2cccc(Br)c12,-1.6,0.3,-5.8,-4.5,3.3,3.3,2.0,-6.7,-1.2
CCOc1ccc(NC(=O)c2sccc2-n2cccc2)cc1,1.0,46.0,0.7,0.3,5.2,4.6,17.1,9.5,-1.3
Cc1noc(C)c1COC(=O)CCc1nc2ccccc2c(=O)[nH]1,1.5,4.1,0.5,-2.2,2.6,1.0,-0.5,-6.7,4.1
CSc1ncccc1C(=O)OCC(=O)NCc1ccccc1,-1.9,-1.1,.,.,9.3,2.2,12.3,.,-3.4
O=C1[C@@H]2Cc3c([nH]c4ccccc34)C(c3ccc([N+](=O)[O-])cc3)N2C(=O)CN1C1CC1 (some centres not stated),-0.5,14.9,6.2,-0.3,19.7,0.8,10.5,10.8,5.0
O=c1cc(-c2ccccc2)nc(SCc2ccc(F)cc2)[nH]1,3.6,40.6,1.4,0.9,-3.0,1.7,12.4,-6.0,-2.6
Cc1ccc(-n2ncc3c(NNC(=O)c4ccco4)ncnc32)cc1Cl,-2.2,22.9,1.3,5.0,-8.7,0.1,8.9,-9.1,-3.5
O=c1cc(O)nc(-c2ccc(Cl)cc2)s1,-0.6,0.6,-3.4,-1.5,-14.9,2.4,5.3,-1.2,-8.8
# Next part.
SMILES,PP1 inh,AHR act,Fh CTSL1 inh,TPT1 inh,procasp7 counter,PP5 primary,PAFAH2 inh,HCV core dimer,procasp3 activ
CCCCSC(=S)NC1CCS(=O)(=O)C1 (configuration not stated),-4.7,-2.1,1.0,-1.0,0.7,-2.7,-10.8,5.4,-1.4
Cc1cccc(-n2ncc3c2CCCC3NC(=O)CCc2ccncc2)c1C (configuration not stated),-11.7,18.2,-1.1,2.7,-1.1,0.5,7.9,0.4,1.1
O=c1[nH]c2ccc(NC(=S)Nc3ccc(Cl)cc3Cl)cc2[nH]1,-0.8,-1.7,-2.1,-2.7,-4.9,0.6,7.5,1.8,-6.6
Cc1nonc1NC(=O)CSc1nnnn1-c1ccccc1,-0.9,-2.3,2.9,-0.1,-1.1,0.2,1.8,-11.8,1.6
CC1CN(C(=O)COc2ncnc3ccccc23)CC(C)O1 (configuration not stated),-7.0,0.5,-0.5,1.5,5.7,-0.3,2.0,-1.9,0.6
O=C(Cn1c2ccccc2c(=O)c2ccccc21)Nc1ccccc1F,7.3,3.9,1.5,-0.4,-11.6,-0.2,-2.1,-5.8,28.1*
O=C(NCc1ccccc1F)C1CCCN(C(=O)Nc2ccccc2)C1 (configuration not stated),1.0,1.2,-2.8,-3.2,5.7,-0.2,-8.0,-2.4,10.3
O=C(/C=C/c1ccc2ccccc2c1)c1ccoc1,-5.6,-0.5,-2.8,0.5,-1.5,3.9,-7.1,-0.9,-4.7
COc1ccc(CCN=C(N)NS(=O)(=O)c2ccc(C)c(C)c2)cc1OC,2.1,-0.2,-0.2,0.5,2.8,0.3,-0.7,2.1,2.8
O=S(=O)(Nc1ccc(N2CCCCC2)cc1)c1ccc(F)c(F)c1,-1.4,-0.4,-0.7,-1.4,-2.4,0.1,0.7,0.4,-0.8
Cc1ccc(C)c(N2CCN(S(=O)(=O)c3ccc4c(c3)NC(=O)CS4)CC2)c1,7.7,-0.1,-0.8,0.4,0.5,5.0,-1.4,19.3,-2.5

# High-throughput results as filed in PubChem BioAssay.
